PI4K2A inh: qHTS for small molecular inhibitors of PI4K2A; hit rate 0.13% among 420,000; Phosphatidylinositol 4-kinase type 2-alpha (Homo sapiens), Q9BTU6; AID 1346378, 2018; activity change, negative = inhibition, % at 76.9 µM; purified PI4K2A, ADP-Glo luminescence, 1 h; stronger effect = lower value; in the data active means activity change below about -50%; inconclusive means mostly about -30% to -49%;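 further: -100% = wells without enzyme as full effect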
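Compounds are screened against recombinant PI4K2A using PI as substrate and ATP, the latter dispensed at 300 microM. Reactions run one hour at ambient temperature before ADP-Glo detection; full inhibition defined by wells lacking enzyme.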
JMJD2A Tudor inh: qHTS Assay for Inhibitors of JMJD2A-Tudor Domain; hit rate 4.4% among 390,000; AlphaScreen JMJD2A-Tudor / H3K4me3 peptide binding; Lysine-specific demethylase 4A (Homo sapiens), O75164; Potency, µM (titrated, usually from 114 µM), for inactives: top-dose activity change, negative = inhibition, most hits filed as inhibitors; further: potency means the concentration at half of the fitted maximal effect; on the % scale 0 is the no-effect control and ±100 the full control effect; nearly all actives have a fitted effect of over 50% in size
GLS inh: qHTS for Inhibitors of Glutaminase (GLS). Glutaminase kidney isoform, mitochondrial (Homo sapiens), O94925. GLS enzymatic activity, qHTS titration. hit rate 0.21% among 410,000. Potency, µM (series often up to 45.5 µM), for inactives: at the top dose activity change, negative = inhibition, hits mostly inhibitors. AID 624170, 2012; further: potency means the concentration at half of the fitted maximal effect; on the % scale 0 is the no-effect control and ±100 the full control effect
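Coupled fluorescence readout: glutamate oxidase/HRP/Amplex Red detect glutamate formed by hKGA from L-glutamine (1 mM solution added). Buffer 45 mM KH2PO4 pH 8.2, 0.02% Tween-20; reads at t0 and 30 min RT.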
Pol eta inh: qHTS for Inhibitors of Polymerase Eta | Potency, µM (series often up to 114 µM), for the others: at the highest dose activity change, negative = inhibition, actives largely listed as inhibitors | hit rate 1.2% among 390,000 | recombinant Pol eta, fluorescent DNA replication assay | AID 588591, 2011; further: potency means the concentration at half of the fitted maximal effect; on the % scale 0 is the no-effect control and ±100 the full control effect
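Pol eta (10 nM) was preincubated with compounds for 15 min at room temperature, after which fluorescent replication substrate (50 nM final) was added to start the reaction. Fluorescence was read kinetically at 0 and 10 min.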
BAZ2B block: qHTS Assay for Inhibitors of BAZ2B; Bromodomain adjacent to zinc finger domain protein 2B (Homo sapiens), Q9UIF8; AlphaScreen BAZ2B-H3K14Ac peptide displacement; Potency, µM (highest dose often 114 µM), without a hit: at the highest dose activity change, negative = inhibition, hits mostly inhibitors; hit rate 4.4% among 360,000; AID 504333, 2011; further: potency means the concentration at half of the fitted maximal effect; on the % scale 0 is the no-effect control and ±100 the full control effect; nearly all actives have a fitted effect of over 60% in size
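AlphaScreen displacement: compounds (up to 110uM) incubated 30 min at room temperature with a preformed 50 nM BAZ2B/50 nM biotinylated H3K14Ac peptide complex in PBS pH 7.4 with Tween-20. Donor and acceptor beads at 10 ug/mL final added, 20 min light-protected before reading.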
HP1b chromo inh: HTS for Inhibitors of HP1-beta Chromodomain Interactions with Methylated Histone Tails. Chromobox protein homolog 1 (Homo sapiens), P83916. AlphaScreen HP1-beta / biotin-H3K9me3 peptide binding. Potency, µM (top dose mostly 114 µM), for inactives: at the highest dose activity change, negative = inhibition, hits mostly inhibitors. hit rate 0.56% among 390,000. AID 540317, 2011; further: potency means the concentration at half of the fitted maximal effect; nearly all actives have a fitted effect of over 70% in size; inactives centre near 23
Target sequence (P83916 whole entry, looked up): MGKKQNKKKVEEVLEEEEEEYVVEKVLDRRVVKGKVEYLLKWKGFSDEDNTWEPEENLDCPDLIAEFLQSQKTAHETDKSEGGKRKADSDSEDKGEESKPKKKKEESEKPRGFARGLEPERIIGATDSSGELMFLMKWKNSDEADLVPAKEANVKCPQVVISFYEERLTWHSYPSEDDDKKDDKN
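AlphaScreen: HP1-beta (50 nM) preformed 30 min with biotin-H3(1-18)K9me3 peptide (50 nM) in PBS pH 7.4, 0.01% Tween-20. Compound added for 30 min at RT, then streptavidin donor/nickel chelate acceptor beads (10 ug/mL) for 30 min.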
G9a inh: qHTS Assay for Inhibitors of Histone Lysine Methyltransferase G9a | Histone-lysine N-methyltransferase EHMT2 (Homo sapiens), Q96KQ7 | G9a H3K9 monomethylation, AlphaScreen, 2 h | Potency, µM (highest dose often 102 µM), for the others: at the highest dose activity, negative = inhibition, most hits filed as inhibitors | hit rate 8.8% among 350,000 | AID 504332, 2011; further: potency means the concentration at half of the fitted maximal effect; on the % scale 0 is the no-effect control and ±100 the full control effect; nearly all actives have a fitted effect of over 75% in size
Target sequence (Q96KQ7 913-1193 limits assumed): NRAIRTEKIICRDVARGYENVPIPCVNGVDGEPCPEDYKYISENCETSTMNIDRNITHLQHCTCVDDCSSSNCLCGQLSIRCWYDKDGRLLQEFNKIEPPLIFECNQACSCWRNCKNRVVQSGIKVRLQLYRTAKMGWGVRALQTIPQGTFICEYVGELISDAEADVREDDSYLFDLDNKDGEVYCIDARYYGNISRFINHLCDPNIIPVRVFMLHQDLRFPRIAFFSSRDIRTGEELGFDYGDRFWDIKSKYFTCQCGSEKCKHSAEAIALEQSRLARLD
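Readings reflect AlphaScreen signal from monomethyl-H3K9 antibody detection. HMT at 20 nM; substrate b-H3K9 500 nM; cofactor SAM 20 uM; 2 h RT reaction; compounds tested as titrations in qHTS with 15 min preincubation.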
Pin1 inhibitor: qHTS Assay to Find Inhibitors of Pin1. Peptidyl-prolyl cis-trans isomerase NIMA-interacting 1 (Homo sapiens), Q13526. Pin1 FP peptide displacement, HiFluor488, 10 min. Potency, µM (series often up to 115 µM), without a hit: at the top dose activity, negative = inhibition, most hits filed as inhibitors. hit rate 0.009% among 390,000; active means well fitted inhibition curve with a large enough effect in the polarisation, with a control signal flat, not every such curve was filed as active; inconclusive means small, poorly fitted or top-dose-only effect, or effect the other way, or a change in a side signal; inactive means no such curve, though single readings can be large or run the other way; the % refers to the polarisation; further: potency means the concentration at half of the fitted maximal effect; on the % scale 0 is the no-effect control and ±100 the full control effect
Target sequence (Q13526 whole entry, looked up): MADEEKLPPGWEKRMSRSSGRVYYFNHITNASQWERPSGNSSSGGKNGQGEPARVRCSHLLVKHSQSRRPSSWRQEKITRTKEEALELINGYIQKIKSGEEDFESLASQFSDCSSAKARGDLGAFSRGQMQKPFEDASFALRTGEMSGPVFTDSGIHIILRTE
Tb PGK inh: qHTS Assay to Find Inhibitors of Phosphoglycerate Kinase; Potency, µM (doses to about 57.5 µM), for inactives: at the top dose activity change, negative = inhibition, usual class: inhibitors; hit rate 0.043% among 380,000; PGK/GAPDH coupled, Kinase-Glo luminescence, 60 min; AID 602233, 2012; Phosphoglycerate kinase, glycosomal (Trypanosoma brucei brucei), P07378; further: potency means the concentration at half of the fitted maximal effect; on the % scale 0 is the no-effect control and ±100 the full control effect; nearly all actives have a fitted effect of over 60% in size
Target sequence (P07378 whole entry, looked up): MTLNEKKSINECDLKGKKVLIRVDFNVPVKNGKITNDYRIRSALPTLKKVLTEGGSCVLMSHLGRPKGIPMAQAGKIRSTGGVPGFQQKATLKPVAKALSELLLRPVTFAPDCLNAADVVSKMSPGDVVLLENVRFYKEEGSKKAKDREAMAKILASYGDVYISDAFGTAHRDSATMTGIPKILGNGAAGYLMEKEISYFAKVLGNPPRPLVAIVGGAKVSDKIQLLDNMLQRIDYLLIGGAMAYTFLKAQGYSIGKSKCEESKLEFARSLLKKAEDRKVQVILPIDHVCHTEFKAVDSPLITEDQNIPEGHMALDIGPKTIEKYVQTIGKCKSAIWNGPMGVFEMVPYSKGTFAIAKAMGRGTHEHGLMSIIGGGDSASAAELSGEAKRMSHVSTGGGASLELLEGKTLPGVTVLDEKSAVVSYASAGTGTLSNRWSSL
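Luminescent ATP detection (Kinase-Glo Plus) follows a 60-minute room-temperature incubation, with wells lacking PGK as controls. Buffer: 100 mM TEA (pH 7.6), 5 mM MgCl2, 0.01% Tween-20. Coupling enzyme GAPDH (100 nM final) supplies unstable 1,3-BPG in-well.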
An asterisk follows results filed as active; i = inactive; ? = inconclusive; nt = not tested or not shown; [ ] = remark or other dose. Unless noted, the call rests on the fitted dose curve; in most records, active means well fitted curve in the direction sought with a large enough effect; inconclusive means small, poorly fitted or top-dose-only effect, or another doubt; inactive means no such curve, though single readings can be large; an effect the other way counts as inactive or inconclusive. Not all compounds are listed; rates above refer to the full screens.

SMILES | PI4K2A inh | JMJD2A Tudor inh | GLS inh | Pol eta inh | BAZ2B block | HP1b chromo inh | G9a inh | Pin1 inhibitor | Tb PGK inh
CC1=NN(C(=O)c2cccc(Cn3nc(C)c([N+](=O)[O-])c3C)c2)C(O)(C(F)(F)F)C1 (stereo not given) | -1 | -21% | -4% | -3% | -5% | 11% | 2%[59 µM] | 1% | 0%
COc1ccc2cc(/C(C)=N/NC(=O)C3CC3)ccc2c1 | 1 | 6% | 4% | -23% | -16% | 25% | 5% | -3% | -14%
Cc1ccc(CCNC(=O)CN2C(=O)COc3ccc(S(=O)(=O)N4CCOCC4)cc32)cc1 | 0 | -19% | 3% | -2% | -12% | 49%[activator] | nt | -3% | -1%
Cn1c(-c2ccccc2)c(C=O)c2ccccc21 | 3 | 5% | 6% | -14% | 8% | 32% | nt | 5% | i
O=C(CO/N=C/c1ccccc1OC(F)F)NCc1cccs1 | -3 | 4% | -1% | -13% | 9% | 49%[activator] | 8%[59 µM] | -7% | -8%
Cn1cccc1C(=O)OCC(=O)NC1CCS(=O)(=O)C1 (stereo not given) | -3 | -7% | -10% | -2% | -13% | 0% | 0% | 1% | -5%
CCOc1ccccc1OCCCC(=O)NNC(=O)c1nn(C)c(=O)c2ccccc12 | 0 | -6% | 5% | -25% | 13% | 33%[activator] | -16%[59 µM] | 7% | -2%
COc1ccccc1NC(=O)c1ccc2nc(N3C(=O)CCC3=O)sc2c1 | -1 | -18% | -1% | -8% | -36% | 37% | ? | 12% | i
CCCc1nnc(SCC(=O)N2CCCC2)n1Cc1ccco1 | -20 | -9% | 10% | -14% | -31% | 18% | -2% | -2% | i
Cn1c(O)c(C=NCCCCCC(=O)O)c(=O)n(C)c1=O | -1 | -11% | 0% | -2% | nt | 29% | nt | 3% | 4%
Cn1cc(Br)c(C(=O)NNC(=O)c2cccc(Br)c2)n1 | 3 | -7% | 34%[activator] | -14% | 0% | 39%[activator] | nt | -2% | -8%
Cc1cc(N=Cc2cc(Cl)ccc2O)no1 | 4 | -4% | 21% | -3% | -24% | 30%[activator] | -36%[59 µM] | -2% | -3%
Cc1ccnc(N/C=C(/NC(=O)c2ccccc2)C(=O)N/N=C\c2ccc(Cl)cc2)n1 | -3 | -24% | 18% | -1% | -19% | 22% | nt | 1% | -5%
N/C(=N\OC(=O)c1ccc(Cl)cc1Cl)c1ccncc1 | -3 | -9% | 2% | 18% | 4% | 35% | 4% | 52%[activator] | -6%
CCC(C)C(CO)NCCCn1cnc2c(OCc3ccccc3)ncnc21 (stereo not given) | 5 | nt | 3% | -17% | nt | nt | nt | nt | -4%
O=C1C(=O)N(Cc2cccnc2)C(c2cccc([N+](=O)[O-])c2)/C1=C(/O)c1ccc2c(c1)OCO2 (stereo not given) | 3 | -12% | 2% | -18% | -27% | 30% | ? | -5% | -6%
CCOC(=O)c1c(C)c(C(=O)Nc2ccccc2)c(C)n1CC | 2 | -6% | -1% | -8% | 10% | 15% | 5%[59 µM] | 0% | 12%
C/C(=N\NC(=S)Nc1ccccc1C)c1cc2ccccc2o1 | -1 | ? | -14% | -28% | ? | -21% | ? | 17% | -2%
C=CCN(C(=O)CSc1nc2ccsc2c(=O)n1Cc1ccc(C(=O)O)cc1)c1ccccc1 | -7 | nt | 11% | -13% | nt | nt | nt | nt | i
O=C(c1ccccc1)c1cccc(NC(=O)c2ccc(Br)o2)c1 | -1 | -19% | -9% | -21% | -39% | 5% | 45µM* | -1% | -5%
Cc1ccc(NC(=O)/C(C#N)=C/c2ccc(Sc3nc(C)cc(C)n3)o2)cc1 | 0 | -10% | 1% | -12% | -16% | 33% | -39%[12.7 µM] | ? | 8%[11.5 µM]
NC(=O)CN1CCOCCOCCN(CC(N)=O)CCOCC1 | -1 | -10% | 0% | 2% | 15% | 41%[activator] | ? | -7% | -7%[11.5 µM]
CN(CCNC(=O)CCCOc1cc(=O)n(C)c2ccccc12)Cc1ccccc1 | 7 | -9% | -1% | -7% | -14% | 35% | 21%[59 µM] | -3% | i
COc1cc(/C=C/C(=O)OCC(=O)Nc2ccc([N+](=O)[O-])cc2)ccc1O | 1 | -31% | 6% | -2% | -7% | 15% | nt | -7% | -3%
CCOc1cc(-c2nc(-c3ccc(OC)cc3)no2)cc(OCC)c1OCC | -5 | -2% | 2% | -10% | 7% | 26% | -3% | -8% | -6%
O=C(NCCCCl)C1CC(=O)N(CCc2ccc(F)cc2)C1 (stereo not given) | -6 | -10% | 2% | -19% | 0% | 24% | ? | -3% | 1%
CCn1ccnc1CN(C)C(=O)CC1C(=O)NCCN1Cc1c(F)cccc1Cl (stereo not given) | -2 | -4% | -19% | -12% | 0% | 44%[activator] | ? | -16% | i
O=C(COC(=O)Cc1ccccc1F)Nc1cc(S(=O)(=O)N2CCOCC2)ccc1N1CCCC1 | -4 | -12%[57.1 µM] | 7% | -13% | -38% | 42%[activator] | -42%[59 µM] | 1% | -9%
O=C(COC(=O)CCCc1nc2ccccc2s1)NC(=O)NCc1ccco1 | 0 | ? | -8% | -11% | 56µM* | 4% | ? | -1% | -5%
Cc1cccc(N2CC(=O)N(c3cccc(C)c3)CC2=O)c1 | -3 | -19% | -19% | 10% | 8% | 27% | -6%[59 µM] | 4% | i
c1ccc(-c2cc(N3CCCCC3)c3ccccc3n2)cc1 | 1 | 72%[activator] | 7% | -8% | 66%[activator] | 135%[activator] | 140%[activator] | 2% | -5%
CCC(CC)C1C(C#N)=C(N)Oc2cc(C)oc(=O)c21 (stereo not given) | 0 | -7% | 19% | 9% | 7% | 23% | 3%[59 µM] | -9% | -8%[11.5 µM]
Cc1n[nH]c(=O)c2c(NC(=O)CSc3nc4ccccc4c(=O)n3CCCO)oc(C)c12 | -2 | -17% | 33%[activator] | -15% | -5% | 16%[57 µM] | nt | 1% | i
COc1cc2c(c(OC)c1CC=C(C)C)C[C@H](c1ccc(O)cc1O)CO2 | 1 | 56µM* | 29% | -17% | nt | -31% | nt | 3% | -1%
Cc1ccc(S(=O)(=O)N(C)c2ccc(OC(=O)c3cc(=O)[nH]c4ccccc34)cc2)cc1 | -3 | -17% | -7% | -9% | nt | 65%[activator] | nt | -7% | -2%
Cc1sc2ncn(CC(=O)N3CCN(c4ccccc4F)CC3)c(=O)c2c1S(=O)(=O)N1CCN(c2ncccn2)CC1 | -5 | -6% | -4% | -24% | -1% | 44%[activator] | 7%[59 µM] | 15% | -3%
CCn1cc(C(=O)N2CCN(c3cc(C)ccc3C)CC2)c(=O)c2cc(S(=O)(=O)N3CCOCC3)ccc21 | -3 | -25% | -15% | -25% | nt | 13% | 11%[59 µM] | -4% | -7%
CCC1CCCCN1Cc1nc2c(c(=O)n(C)c(=O)n2C)n1Cc1ccccc1 (stereo not given) | -3 | -18% | 2% | -16% | -4% | 22% | 15%[59 µM] | -4% | -9%
CC(C)OCCCN(Cc1ccco1)C(=O)c1cc2c(s1)-c1ccccc1OC2 | 0 | 114%[activator] | 3% | -12% | 102%[activator] | 154%[activator] | 144%[activator][59 µM] | 8% | 9%
O=c1oc2c(CN3CCOCC3)c(O)ccc2cc1-c1ccccc1 | -17 | 2% | 3% | -15% | 39%[activator] | 32%[57 µM] | 45%[activator][59 µM] | -11% | -4%
CC1CCCCC1NC(=O)c1cn(C)c2ccc(S(=O)(=O)N3CCOCC3)cc2c1=O (stereo not given) | 0 | -15% | 5% | -13% | -1% | 27% | -4% | -1% | -6%
COc1ccc(S(=O)(=O)Oc2ccc3c(c2)O/C(=C\c2cccnc2)C3=O)cc1 | 5 | ? | -9% | -13% | ? | -24% | 40µM* | 0% | -6%
O=C(CSc1nnc(-c2cccnc2)o1)OC1CCCCC1 | 0 | -6% | -5% | -14% | 1% | 45%[activator] | 5%[59 µM] | 0% | 4%
CCc1nn(CC(=O)NCCCN2CCN(C)CC2)c(=O)c2cc3sc(C)cc3n12 | -1 | -14% | 1% | -5% | -4% | 76%[activator] | nt | -6% | 0%
Cc1coc2c1c(C)cc1oc(=O)c(CC(=O)NCCCN3CCCC3=O)c(C)c12 | 0 | -14% | -1% | 0% | 4% | 46%[activator] | nt | -11% | 3%
CCc1ccc(NC(=O)Cn2nnc(C(=O)NCc3ccc(C)cc3)c2N)cc1 | 0 | -33% | 5% | -14% | 7%[57.1 µM] | 16% | -5%[59 µM] | 9% | i
COCCn1c(SCc2ccc(C(=O)OC)o2)nnc1-c1c[nH]c2ccccc12 | -3 | -18% | 0% | -17% | 4% | 50%[activator] | -14% | -1% | 6%
Cc1ccc(Oc2cc(N3CCOCC3)nc(-c3ccccc3)n2)cc1 | -5 | 4% | -1% | -1% | -19% | 45%[activator] | 15% | -6% | -2%
